uPA surface inh – qHTS for Inhibitors of Cell Surface uPA Generation. hit rate 0.31% among 330,000. Potency, µM (highest dose often 38.3 µM), for the others: at the highest dose activity change, negative = inhibition, hits mostly inhibitors. AID 540303, 2011. cell surface uPA generation assay, qHTS; active means well fitted inhibition curve with a large enough effect; inconclusive means small, poorly fitted or top-dose-only effect; inactive means no such curve, though single readings can be large or run the other way; tested in mouse RAW 264.7 cells; further: on the % scale 0 is the no-effect control and ±100 the full control effect; nearly all actives have a fitted effect of over 55% in size
NPC1 promoter act – qHTS Assay for NPC1 Promoter Activators; Potency, µM (highest dose often 9.22 µM), inactives show at the top dose activation, actives largely listed as activators; hit rate 2.4% among 320,000; Huh7 NPC1 promoter luciferase reporter, 24 h;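 further: % of control where 0% means no effect; nearly all actives have a fitted effect of over 60% in size; reporter is driven by a mutant NPC1 promoter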
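Cells: Huh7 expressing luciferase under the NPC1 promoter, 1500/well. Seeded 2 h, compound added, incubated 24 h at 37 °C. Luciferase reagent, 10 min ambient, then luminescence.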
RORg inh – qHTS for inhibitors of ROR gamma transcriptional activity; Nuclear receptor ROR-gamma (Mus musculus), P51450; hit rate 5.4% among 310,000; Drosophila S2 Gal4-RORgamma UAS-luciferase reporter, 20 h; Potency, µM (highest dose often 53.6 µM), inactives show at the highest dose activity change, negative = inhibition, most hits filed as inhibitors; further: on the % scale 0 is the no-effect control and ±100 the full control effect; nearly all actives have a fitted effect of over 60% in size
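Schneider cells (Drosophila), stable Gal4 DBD–ROR gamma + UAS-luc; 1 hr cmpd preincubation; Cu2+ induction 700 uM final; 20 hr ambient; luminescence.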
ELG1 genotox – qHTS screen for small molecules that induce genotoxicity in human embryonic kidney (HEK293T) cells expressing luciferase-tagged ELG1 | HEK293T ELG1-luciferase reporter, luminescence, 16 h | Potency, µM (top dose mostly 46 µM), without a hit: at the highest dose activity change, positive = activation, actives largely listed as activators | hit rate 1.3% among 330,000; further: % of control where 0% means no effect; nearly all actives have a fitted effect of over 60% in size
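Quantitative HTS format in 1536-well plates. HEK293T ELG1-luciferase reporter cells receive test compound and are incubated 16 hr at 37 °C, 5% CO2; ONE-Glo added, 30 min room temperature, then luminescence read.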
p53 reactivation – qHTS assay for re-activators of p53 using a Luc reporter. AID 504706, 2011. H1299 p53-A138V BP100-luciferase reporter, luminescence, 24 h. Potency, µM (highest dose often 92.2 µM), for the others: at the highest dose activity change, positive = activation, usual class: activators. hit rate 0.063% among 320,000; further: % of control where 0% means no effect; nearly all actives have a fitted effect of over 45% in size
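H1299 (p53-null), stable ts p53-A138V + BP100-Luc; 1000 cells/well, Opti-MEM/10% FBS; cpd 4 pt, 1:5; 24 h, 37 deg C, 5% CO2; detection reagent 10 min RT; luminescence.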
Rab9 promoter act – qHTS Assay for Rab9 Promoter Activators | hit rate 2.8% among 320,000 | Huh7 Rab9 promoter-luciferase reporter, luminescence, 24 h | AID 485297, 2010 | Potency, µM (series often up to 9.22 µM), inactives show at the top dose activation, negative = inhibition, actives largely listed as activators; further: % of control where 0% means no effect; nearly all actives have a fitted effect of over 60% in size
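Steps: seed 1500 Huh7 Rab9-luc cells per well, rest 2 h at 37 °C; add compound in DMSO; incubate 24 h; add luciferase reagent, 10 min ambient; read luminescence.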
VP16 counter – VP16 counterscreen qHTS for inhibitors of ROR gamma transcriptional activity; Drosophila S2 Gal4-VP16 UAS-luciferase, luminescence, 20 h; Potency, µM (top dose mostly 53.6 µM), for the others: at the top dose activity, negative = inhibition, hits mostly inhibitors; hit rate 3.5% among 310,000;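 further: Gal4-VP16 expression switched on by copper sulfate through the metallothionein promoter; on the % scale 0 is the no-effect control and ±100 the full control effect; nearly all actives have a fitted effect of over 50% in size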
BRCA1 expr up – qHTS Assay to Identify Small Molecule Activators of BRCA1 Expression; MCF7-BRCA1-FFLuc reporter, luminescence, 48 h; response scale: scaled: vehicle 0%, 10 µM genistein 100%; Potency, µM (series often up to 46.1 µM), for inactives: at the top dose activation, usual class: activators; hit rate 1.1% among 380,000; further: nearly all actives have a fitted effect of over 80% in size; some results filed as inactive show a strong effect at the top dose
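Luminescence from a BRCA1-driven firefly luciferase in MCF7 cells was the read-out, taken 15 min after substrate addition following 48 h compound exposure at 37 °C. Data were normalized to a 10 microM genistein control and DMSO vehicle.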
FLuc modulator – qHTS profiling assay for firefly luciferase inhibitor/activator using purifed enzyme and Km concentrations of substrates (counterscreen for miR-21 project); Potency, µM (series often up to 57.5 µM), for inactives: at the highest dose activity change, negative = inhibition, most hits filed as inhibitors; purified FLuc, Km substrates, luminescence inhibition; AID 588342, 2011; hit rate 6.9% among 360,000;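 further: plate controls were vehicle for no effect and reference inhibitor for full effect; nearly all actives have a fitted effect of over 55% in size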
Target sequence (P08659 whole entry, looked up): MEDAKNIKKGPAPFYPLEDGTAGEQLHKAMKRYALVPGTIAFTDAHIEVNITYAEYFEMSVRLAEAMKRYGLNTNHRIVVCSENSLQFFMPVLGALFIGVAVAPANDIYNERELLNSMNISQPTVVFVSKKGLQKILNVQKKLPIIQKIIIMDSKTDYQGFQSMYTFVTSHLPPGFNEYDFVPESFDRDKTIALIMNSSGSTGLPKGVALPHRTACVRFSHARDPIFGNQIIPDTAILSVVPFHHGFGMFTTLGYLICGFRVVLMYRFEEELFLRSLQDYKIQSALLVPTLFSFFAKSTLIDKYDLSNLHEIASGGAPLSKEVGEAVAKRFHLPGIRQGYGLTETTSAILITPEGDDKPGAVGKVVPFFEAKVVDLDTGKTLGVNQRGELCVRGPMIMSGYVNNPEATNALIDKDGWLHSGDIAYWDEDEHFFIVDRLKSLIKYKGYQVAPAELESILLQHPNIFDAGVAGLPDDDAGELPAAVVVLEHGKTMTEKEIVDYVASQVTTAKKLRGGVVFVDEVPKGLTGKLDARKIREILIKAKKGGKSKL
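Purified P. pyralis luciferase, 10 nM final, with Km-level 10 uM D-luciferin and 10 uM ATP in 50 mM Tris acetate pH 7.5, 10 mM Mg acetate, 0.01% Tween-20, 0.05% BSA; 6-point qHTS titration about 60 µM downward; luminescence read.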
MBNL1-CUG inh – qHTS Assay for Inhibitors of MBNL1-poly(CUG) RNA binding | Potency, µM (series often up to 57.5 µM), inactives show at the top dose activity change, negative = inhibition, hits mostly inhibitors | Muscleblind-like protein 1 (Homo sapiens), Q9NR56 | TR-FRET MBNL1-His/biotin-(CUG)12 binding, 665/545 ratio | hit rate 0.036% among 280,000; active means well fitted inhibition curve with a large enough effect in the signal ratio, with a control signal flat, not every such curve was filed as active; inconclusive means small, poorly fitted or top-dose-only effect, or effect the other way, or a change in a side signal; inactive means no such curve, though single readings can be large or run the other way; the % refers to the signal ratio; further: on the % scale 0 is the no-effect control and ±100 the full control effect
Target sequence (Q9NR56 whole entry, looked up): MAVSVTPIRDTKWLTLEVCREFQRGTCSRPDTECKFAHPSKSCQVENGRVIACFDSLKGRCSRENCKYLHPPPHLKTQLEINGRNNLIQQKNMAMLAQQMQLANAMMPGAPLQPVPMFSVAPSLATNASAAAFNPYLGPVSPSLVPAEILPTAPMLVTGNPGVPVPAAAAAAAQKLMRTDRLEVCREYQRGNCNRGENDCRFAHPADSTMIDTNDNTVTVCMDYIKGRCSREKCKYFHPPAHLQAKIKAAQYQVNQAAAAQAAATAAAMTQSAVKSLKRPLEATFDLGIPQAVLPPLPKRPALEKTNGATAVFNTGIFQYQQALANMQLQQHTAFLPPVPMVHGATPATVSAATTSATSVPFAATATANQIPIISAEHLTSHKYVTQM
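TR-FRET between His-tagged MBNL1 and biotin-(CUG)12 RNA, detected with Tb anti-His antibody (0.055 ng/ul) and streptavidin-XL665 (5 nM), 60 min at room temperature. Compounds titrated 92 nM to 58 uM; 665/545 nm ratio normalized to buffer and complex controls.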
* = called active by the depositor; ? = inconclusive; / = not tested or not shown; [ ] = dose if it differs, or a comment. Unless noted, the call rests on the fitted dose curve; in most records, active means well fitted curve in the direction sought with a large enough effect; inconclusive means small, poorly fitted or top-dose-only effect, or another doubt; inactive means no such curve, though single readings can be large; an effect the other way counts as inactive or inconclusive. Potency means the concentration at half of the fitted maximal effect.

SMILES	uPA surface inh	NPC1 promoter act	RORg inh	ELG1 genotox	p53 reactivation	Rab9 promoter act	VP16 counter	BRCA1 expr up	FLuc modulator	MBNL1-CUG inh
Cc1ccc(-c2nn(C)c(=O)c3ccccc23)cc1CNC(=O)CSc1nc2ccccc2o1	3.8%	0.6%	-1.9%	-5.1%	-12.1%	-0.1%	-8.4%	-17.3%	0.6%	-5.6%
COc1ccc(OCC(=O)NC(=S)Nc2ccc(S(=O)(=O)Nc3cc(C)on3)cc2)cc1	1.5%	-4.6%	-40.5%	2.4%	-7.3%	7.0%	7.8%	-12.7%	-17.8%	-7.4%
COc1ccc(C(=O)COC(=O)CCNS(=O)(=O)c2ccc(NC(C)=O)cc2)c(OC)c1	-16.8%	0.5%	/	-1.1%	6.9%	-4.8%	/	26.7%	1.0%	/
COc1cc(/C=N/Nc2nc3ccccc3[nH]2)cc(OC)c1O	-10.3%	14.2%	?	14.3%	?	20.6%	?	-29.5%	4.78µM*	29.2%
Cn1c(CNC(=O)C2CCC(=O)N(CCc3cccc(F)c3)C2)nc2ccccc21 (stereo not drawn)	-0.6%	-1.7%	-38.9%	-1.1%	-1.5%	9.8%	6.0%	-2.5%	-0.1%	-6.1%
CN(C(=O)Nc1ccc(Cl)cc1)n1cnc2ccccc2c1=O	-0.5%	-5.8%	25.4%	0.1%	-2.2%	-3.9%	-11.0%	44.5%	?	-5.8%
O=C(/C=C/c1ccc([N+](=O)[O-])cc1)N(c1ccccn1)C1CCCCC1	-1.6%	-1.9%	-2.0%	-6.2%	-2.5%	9.5%	-4.2%	13.4%	-18.8%	?
Cc1ccc(N2CC(C(=O)Nc3nnc(SCc4cccnc4)s3)CC2=O)cc1 (stereo not drawn)	5.9%	1.5%	24.8%	-0.3%	-6.7%	19.3%	-12.7%	-25.4%	2.4%	-1.7%
O=C(Nc1cccnc1)c1ccc(NS(=O)(=O)c2cccc([N+](=O)[O-])c2)cc1	-0.7%	-1.7%	-3.7%	-0.1%	-3.9%	0.9%	1.6%	-12.7%	?	?
COc1ccc(-c2nc3ccccc3o2)cc1OC	?	?	-40.2%	?	/	22.4%	4.1%	-11.3%	10.7µM*	-5.7%
C/C(Cl)=C\Cn1c(O)c(N=O)c2ccccc21	3.1%	-1.3%	32.0%	-2.8%	-2.1%	-10.7%	?	-10.4%	1.4%	?
COc1ccc(CN2CCCC(C(=O)c3ccc(SC)cc3)C2)cc1Cn1cccn1 (stereo not drawn)	-2.8%	-3.5%	12.2%	-10.1%	0.6%	1.9%	-2.4%	-2.4%	-2.8%	14.4%
CCOc1cc(C(=O)Nc2cccc(OCC(=O)N3CCOCC3)c2)cc(OCC)c1OCC	1.6%	-0.3%	9.0%	-13.3%	3.2%	-9.8%	2.1%	-28.1%	-2.0%	5.2%
COc1ccccc1Nc1nc(C)nc2c1oc1ccccc12	0.1%	-0.1%	-33.3%	0.2%	6.4%	1.4%	7.6%	-36.4%	-4.9%	0.1%
CC1(C)CC(=O)C2=C(C1)OC(/N=C/N1CCOCC1)=C(C#N)C2c1ccccc1 (stereo not drawn)	0.1%	0.3%	11.3%	-1.7%	-18.3%	9.7%	-3.2%	-14.6%	1.8%	-2.3%
Cc1occc1C(=O)NC(C)c1ccc2c(c1)OCO2 (stereo not drawn)	/	4.6%	-30.3%	1.2%	5.6%	-5.0%	-4.4%[0.365 µM]	2.5%	5.7%	-6.0%
COc1ccccc1NC(=O)c1ccc(NC(=O)CSc2nncn2C)cc1	-0.8%	-2.6%	?	0.0%	1.6%	-1.8%	3.7%	-0.2%	-1.2%	1.8%
COC(=O)c1ccc(CSc2nc3ccccc3c(=O)n2CC(C)C)o1	6.2%	-4.4%	-38.4%	0.3%	-4.9%	-0.3%	7.2%	-28.4%	0.8%	-0.7%
CC1CC1c1ccc(/C=C(\C#N)C(=O)Nc2ccc(Cl)cc2Cl)o1 (stereo not drawn)	5.6%	0.0%	?	0.2%	1.2%	2.0%	?	25.6%	?	/
CCCn1nnc(NC(=S)NC(=O)/C=C/c2ccc(Cl)cc2)n1	3.7%	0.7%	5.01µM*	-1.1%	-4.1%	-1.3%	-20.5%	-6.5%	-1.3%	-1.7%
Cc1cccc(C(C)C)c1NC(=O)CN1C(=O)NC2(CCc3ccccc32)C1=O (stereo not drawn)	5.0%	2.1%	/	1.1%	1.0%	0.6%	/	-17.8%	-3.0%	/
Cc1occc1C(=O)Nc1ccccc1C#N	4.8%	0.2%	-2.9%	2.0%	0.1%	-2.1%	6.1%	16.9%	-2.3%	1.0%
Clc1cccc(Cl)c1COc1ccccn1	/	-0.2%	-1.2%	4.6%	0.9%	3.7%	-1.9%	-3.1%	2.1%	7.3%
COC(=O)c1cc(S(=O)(=O)Nc2nn(C)c3cccc(F)c23)oc1C	-2.9%	-2.7%	-11.3%	1.6%	-2.0%	-2.4%	-1.6%	1.0%	-2.5%	-15.6%
CCc1ccc(OCC(=O)NNC(=O)c2ccc(NC(=O)C3CC3)cc2)cc1	7.2%	-2.0%	4.9%	-1.0%	23.1%	0.9%	-3.3%	23.6%	3.5%	-7.8%

Other results follow:
SMILES	uPA surface inh	NPC1 promoter act	RORg inh	ELG1 genotox	p53 reactivation	Rab9 promoter act	VP16 counter	BRCA1 expr up	FLuc modulator	MBNL1-CUG inh
Cc1cc(NC(=O)CSc2nc(-c3ccccc3)c(C#N)c(=O)[nH]2)no1	/	0.9%	0.4%	-3.3%	0.1%	6.5%	-5.0%	-0.3%	-1.8%	42.9%[activator]
CCOc1ncccc1C(=O)N(CCC(C)C)c1c(N)n(Cc2ccccc2)c(=O)[nH]c1=O	4.5%	/	/	-2.2%	12.3%	/	/	39.1%	/	/
Cc1nn(C)c(Cl)c1CN1CCCC(CO)(Cc2cccc(Cl)c2)C1 (stereo not drawn)	7.7%	5.9%	0.6%	-5.1%	-1.3%	-1.3%	-12.4%	-18.0%	-0.2%	?
CCOC(=O)N1CCN(Cc2nc3cc([N+](=O)[O-])ccc3n2CC)CC1	-12.0%	-1.3%	-4.8%	-4.4%	-17.0%	-1.2%	-3.4%	4.4%	0.7%	?
Cc1ccc(S(=O)(=O)N2CCC(=O)N(C(COCc3ccc(Cl)c(Cl)c3)Cc3ccccc3)CC2)cc1 (stereo not drawn)	4.0%	-3.1%	8.9%	0.2%	0.3%	-13.0%	-4.5%	-3.4%	-2.5%	5.9%
CCc1ccc(C2=NN(c3ccc(S(N)(=O)=O)cc3)C(c3ccc(F)cc3)C2)cc1 (stereo not drawn)	5.0%	-1.9%	?	-5.3%	-18.1%	-1.8%	?	-91.5%[inhibitor]	5.1%	9.4%
CC1(C)Cc2ccccc2C(c2cc3ccccc3oc2=O)=N1	-1.5%	-1.2%	-6.6%	-5.5%	-1.7%	0.5%	3.5%	-43.7%	-5.4%	?
COc1ccccc1CNC(=O)COC(=O)C1CC1	3.7%	-1.7%	/	3.0%	?	-2.7%	/	1.7%	/	/
O=C(CN(Cc1ccccc1)C(=O)c1csnn1)NCCc1ccccc1	0.0%	-3.2%	-38.4%	0.3%	1.5%	-4.9%	19.8%	-12.8%	-0.5%	-2.4%
O=[N+]([O-])c1ccc(/C=N/Nc2nc(N3CCCC3)nc(N3CCCC3)n2)o1	-14.7%	-4.6%	-25.7%	-5.5%	8.3%	-2.0%	16.6%	-65.6%	5.8%	?
C=CCn1c(SCC(=O)N2CCOCC2)nc2sc(CC)cc2c1=O	-2.0%	/	/	0.8%	0.6%	/	/	-2.3%	/	/
CCOC(=O)CN1NC2(CCCC(C)C2)NC1=S (stereo not drawn)	1.5%	-2.4%	?	1.7%	0.9%	12.2%	?	-2.9%	5.5%	15.1%
COC(=O)CCNC(=O)c1ccc2nc(Cc3ccc(OC)c(OC)c3)oc2c1	14.6%	?	?	18.5%	2.2%	?	-2.2%	?	16.9µM*	9.8%
Cc1ccccc1CSCCNC(=O)c1ccc(Cl)c(S(=O)(=O)N2CCOCC2)c1	-4.6%	1.3%	?	-6.3%	-0.1%	0.8%	-22.6%	-34.1%	4.0%	-1.5%
COc1cc(-c2nnc(COC(=O)c3cc(C)nc4ccc(C)cc34)o2)cc(OC)c1OC	1.7%	-1.2%	-12.9%	0.9%	4.8%	-1.5%	-7.1%	-2.5%	5.0%	5.6%

Bioassay records deposited in PubChem by National Center for Advancing Translational Sciences (NCATS).
